hIAP inh = human IAP inhibitors, primary screen, biochemical, luminescence, uHTS | inhibition, % at 10 µM | AID 2544, 2010 | purified IAP, CDP-Star luminescence, 30 min | Intestinal-type alkaline phosphatase (Homo sapiens), P09923 | 330,000 tested, 0.12% active;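 active means inhibition reaching a set limit with compound at 10 µM in the primary screen, cut at about 35% in these data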;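 further: plate controls were DMSO wells with enzyme for no effect and no-enzyme buffer wells for full effect; values of inactives mirror those of a sister screen read the other way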
Target sequence (P09923 whole entry, looked up): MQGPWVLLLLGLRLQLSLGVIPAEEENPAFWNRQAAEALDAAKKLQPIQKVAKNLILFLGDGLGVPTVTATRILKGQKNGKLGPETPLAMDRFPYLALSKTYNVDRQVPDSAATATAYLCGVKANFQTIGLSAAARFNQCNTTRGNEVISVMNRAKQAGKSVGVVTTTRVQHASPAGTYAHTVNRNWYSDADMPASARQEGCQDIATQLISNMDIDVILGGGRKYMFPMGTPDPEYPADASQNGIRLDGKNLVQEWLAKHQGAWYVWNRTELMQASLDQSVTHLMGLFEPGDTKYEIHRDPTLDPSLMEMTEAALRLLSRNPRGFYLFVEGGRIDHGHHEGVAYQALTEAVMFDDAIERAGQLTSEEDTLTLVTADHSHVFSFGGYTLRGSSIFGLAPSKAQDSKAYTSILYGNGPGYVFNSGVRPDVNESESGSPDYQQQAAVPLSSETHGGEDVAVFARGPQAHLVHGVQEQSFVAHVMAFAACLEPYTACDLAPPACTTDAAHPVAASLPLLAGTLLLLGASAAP
mIAP block = inhibitors of mouse IAP, primary screen, biochemical, luminescence, uHTS. intestinal alkaline phosphatase [Mus musculus]. purified mouse IAP, CDP-Star luminescence, 30 min. inhibition, % at 10 µM. 330,000 tested, 0.2% active. AID 2806, 2010;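 active means inhibition of at least 40% at 10 µM in the primary screen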;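 further: plate controls were DMSO with enzyme for no effect and no enzyme wells for full effect; values of inactives mirror those of a sister screen read the other way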
beta cell repl = inducers of MIN6 beta-cell proliferation, primary screen, ATP luminescence, uHTS | MIN6 cells proliferation, ATPlite luminescence, 48 h; cells starved in 0.2% serum; 100% = growth in 10% serum | proliferation, % at 10 µM | 330,000 tested, 0.29% active | AID 2380, 2010;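 active means compounds whose signal lies at least 3.5 SD above the mean of all wells on their plate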;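 further: 0% = DMSO-treated cells in low-serum medium and 100% = 10% serum control; some compounds called inactive have numbers as strong as hits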
APOBEC3A inh = APOBEC3A ssDNA deaminase inhibitors, primary screen, selectivity assay for APOBEC3G inhibitor project, biochemical, FAM/TAMRA oligo cleavage fluorescence. AID 493011, 2011. inhibition, % at 20 µM. 330,000 tested, 0.41% active. recombinant A3A, FAM/TAMRA ssDNA deamination fluorescence;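 active means at least 40% inhibition at 20 µM here, with at most 30% in a related deaminase screen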;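 further: plate controls were A3A with DMSO for no effect and wells lacking A3A enzyme for full effect; some results filed as inactive read as strong as hits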
Target sequence (P31941 whole entry, looked up): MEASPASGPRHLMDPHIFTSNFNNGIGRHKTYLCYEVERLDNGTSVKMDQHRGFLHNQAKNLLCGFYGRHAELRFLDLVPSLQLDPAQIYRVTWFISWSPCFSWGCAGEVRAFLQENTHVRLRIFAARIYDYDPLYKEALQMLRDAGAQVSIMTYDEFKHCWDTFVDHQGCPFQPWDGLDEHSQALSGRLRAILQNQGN
hIAP act = human IAP activators, primary screen, biochemical, luminescence, uHTS | Intestinal-type alkaline phosphatase (Homo sapiens), P09923 | purified human IAP, CDP-Star luminescence, 30 min; active compounds read high; 1 = vehicle-only enzyme, 0 = enzyme-free background | activation factor at 10 µM | 330,000 tested, 0.16% active | AID 2524, 2010;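 active means activation factor of the enzyme at least 2-fold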; further: the source names both 10 and 20 µM as test concentration; values of inactives mirror those of a sister screen read the other way
mIAP activ = activators of mouse IAP, primary screen, biochemical, luminescence, uHTS. intestinal alkaline phosphatase [Mus musculus]. AID 2805, 2010. activation factor at 10 µM. 330,000 tested, 0.24% active. muIAP, CDP-Star luminescence, 30 min; active compounds read high; 1 = vehicle-only enzyme signal, 0 = enzyme-free wells;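 active means activation factor of at least 2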; further: the source names both 10 and 20 µM as test concentration; values of inactives mirror those of a sister screen read the other way
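Assay system: mouse IAP enzyme; reagent: chemiluminescent substrate CDP-Star; dosing: test compounds delivered from DMSO solution; schedule: 30 min at room temperature; measured by: luminescence from enzymatic CDP-Star hydrolysis; controls: DMSO-only wells and no-enzyme negative control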
SENP1 inh = human SENP1 catalytic domain inhibitors, primary screen, biochemical, FRET, uHTS. inhibition, % at 10 µM. 360,000 tested, 0.21% active. recombinant SENP1 catalytic domain, CyPet-SUMO1-YPet FRET cleavage. Sentrin-specific protease 1 (Homo sapiens), Q9P0U3;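 active means inhibition at least 30% at 10 µM, raw YFP signal under a set limit, fluorescence ratio 0.5 to 1.5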;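 further: 0% = enzyme with DMSO and 100% = no enzyme wells; some results filed as inactive read as strong as hits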
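System: Recombinant human SENP1 catalytic domain, His6-tagged | Incubation: Enzyme reaction for 50 min at room temperature, dark | Medium: Tris pH 8 with BME, BSA, NP40 and catalase | Also added: 25 nM SUMO1 FRET substrate | Compound: 10 µM single point, 0.5% DMSO | Measured by: FRET fluorescence in CFP and YFP emission channels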
APOBEC3G inh = APOBEC3G DNA deaminase inhibitors, primary screen, biochemical, fluorescence, single-stranded DNA substrate, uHTS; 330,000 tested, 0.28% active; recombinant A3G, ssDNA deamination FAM/TAMRA fluorescence; inhibition, % at 20 µM;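 active means inhibition of at least 40% at 20 µM, with no more than 30% in the related APOBEC3A deaminase screen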;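 further: plate controls were DMSO wells with A3G for no effect and wells lacking A3G enzyme for full effect; some compounds called inactive have numbers as strong as hits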
Target sequence (Q9HC16 whole entry, looked up): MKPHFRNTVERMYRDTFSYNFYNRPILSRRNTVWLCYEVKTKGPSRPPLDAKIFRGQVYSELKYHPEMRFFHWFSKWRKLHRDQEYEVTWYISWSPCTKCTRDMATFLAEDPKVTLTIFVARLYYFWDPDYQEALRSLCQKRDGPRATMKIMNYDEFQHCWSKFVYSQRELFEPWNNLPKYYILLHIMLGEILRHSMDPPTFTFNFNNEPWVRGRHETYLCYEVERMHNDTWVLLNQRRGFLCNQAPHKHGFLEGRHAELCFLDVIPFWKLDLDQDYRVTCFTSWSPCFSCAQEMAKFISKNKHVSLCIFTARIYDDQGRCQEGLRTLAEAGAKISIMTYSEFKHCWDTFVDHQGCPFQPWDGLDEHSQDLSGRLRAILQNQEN
NALP3 yeast inh = NALP3 inflammasome inhibitors in reconstituted yeast, primary screen, luminescence, uHTS | inhibition, % at 10 µM | 330,000 tested, 0.39% active | Yeast reconstituted NLRP3/ASC/caspase-1, beta-gal luminescence, 24 h;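 active means inhibition of 50% or more; inactive means inhibition below 50%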;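 further: plate controls were induced DMSO wells for no effect and uninduced yeast grown without galactose for full effect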
The depositor's hits bear a star. Only part of the results is shown, so the mix of outcomes need not match the whole.

A first look, 2 compounds:
The line under a structure holds: hIAP inh	mIAP block	beta cell repl	APOBEC3A inh	hIAP act	mIAP activ	SENP1 inh	APOBEC3G inh	NALP3 yeast inh
> Cc1ccc(C)c(S(=O)(=O)NCCOC(=O)Nc2sc(=S)n(C)c2C)c1
  17	4	1	-7	0.83	0.96	2	-8	-5
> CN(c1ccccc1)S(=O)(=O)c1cccc(C(=O)N2CCN(c3ccccn3)CC2)c1
  -17	-2	-2	1	1.2	1	0	-3	20

Main list, from the first entry:
The line under a structure holds: hIAP inh	mIAP block	beta cell repl	APOBEC3A inh	hIAP act	mIAP activ	SENP1 inh	APOBEC3G inh	NALP3 yeast inh
> Cc1ccc(C)c(S(=O)(=O)NCCOC(=O)Nc2sc(=S)n(C)c2C)c1
  17	4	1	-7	0.83	0.96	2	-8	-5
> CN(c1ccccc1)S(=O)(=O)c1cccc(C(=O)N2CCN(c3ccccn3)CC2)c1
  -17	-2	-2	1	1.2	1	0	-3	20
> CCC(=O)Nc1ccc2c(c1)C(=O)N(C)C2=O
  8	6	-2	2	0.92	0.94	-1	-6	10
> Cn1ccnc1SCC(=O)Nc1nc2c(F)c(F)c(F)cc2s1
  9	7	0	2	0.91	0.93	-10	-6	9
> NS(=O)(=O)c1ccc(NC(=S)NC(=O)C2CCCCC2)cc1
  -1	9	2	-1	1	0.91	-1	-3	13
> COc1ccc(NC(=O)c2ccc(Cc3ccc(C)cc3)o2)cc1
  -6	2	-3	4	1.1	0.98	0	4	25
> O=C1c2ccc3c4c(ccc(c24)C(=O)N1c1ccc2ccccc2c1)CC3
  -8	5	0	-1	1.1	0.95	-2	2	22
> Cc1occc1-c1nnc(SCC(=O)N2CCCCC2C)o1 (configuration not stated)
  11	-6	-2	-3	0.89	1.1	-1	-4	2
> CC(Sc1nnc(-c2ccccc2F)n1N)C(=O)NCC1CCCO1 (configuration not stated)
  -8	1	2	-1	1.1	0.99	1	-7	4
> Cc1ccc(C2=NC3(CCCCC3)N=C2SCC(=O)Nc2ccc3c(c2)OCCO3)cc1
  10	6	-4	1	0.9	0.94	1	1	26
> O=C1CCCC2=C1C(c1ccc(O)cc1)c1c(ccc3ccccc13)N2 (configuration not stated)
  -8	-6	2	-2	1.1	1.1	-8	-9	10
> CSc1ncccc1C(=O)Nc1cccc(S(=O)(=O)N2CCOCC2)c1
  5	-1	0	2	0.95	1	1	-4	1
> CCC(C)NC(=O)C(Cc1ccccc1)n1cccc1 (configuration not stated)
  7	-7	-1	-1	0.93	1.1	1	0	11
> C=CCn1cnc2scc(-c3ccc(C)cc3)c2c1=O
  10	1	3	-2	0.9	0.99	1	-2	35
> Cc1ccc2nsnc2c1NC(=O)COc1ccccc1
  -26	6	-2	5	1.3	0.94	2	-10	11

Four entries from above, with bars between the fields:
SMILES | hIAP inh | mIAP block | beta cell repl | APOBEC3A inh | hIAP act | mIAP activ | SENP1 inh | APOBEC3G inh | NALP3 yeast inh
CCC(=O)Nc1ccc2c(c1)C(=O)N(C)C2=O | 8 | 6 | -2 | 2 | 0.92 | 0.94 | -1 | -6 | 10
Cn1ccnc1SCC(=O)Nc1nc2c(F)c(F)c(F)cc2s1 | 9 | 7 | 0 | 2 | 0.91 | 0.93 | -10 | -6 | 9
NS(=O)(=O)c1ccc(NC(=S)NC(=O)C2CCCCC2)cc1 | -1 | 9 | 2 | -1 | 1 | 0.91 | -1 | -3 | 13
COc1ccc(NC(=O)c2ccc(Cc3ccc(C)cc3)o2)cc1 | -6 | 2 | -3 | 4 | 1.1 | 0.98 | 0 | 4 | 25

Further compounds follow:
The line under a structure holds: hIAP inh	mIAP block	beta cell repl	APOBEC3A inh	hIAP act	mIAP activ	SENP1 inh	APOBEC3G inh	NALP3 yeast inh
> Cc1cc(OC(C)C(=O)NCc2ccccn2)c2c(C)cc(=O)oc2c1 (configuration not stated)
  -12	-8	5	3	1.1	1.1	3	0	3
> CCCC(=O)Nc1ccc(NC(=S)NC(=O)c2ccccc2[N+](=O)[O-])cc1
  -24	-1	0	-7	1.2	1	1	-6	32
> COc1ccc(CC(=O)NCc2ccco2)cc1OC
  -5	12	1	-2	1.1	0.88	-2	-4	3
> O=C(c1ccncc1)N1CCN(S(=O)(=O)c2ccc(OC(F)(F)F)cc2)CC1
  -14	13	1	-1	1.1	0.87	-1	-7	4
> CC1C/C(=N/Nc2ccc([N+](=O)[O-])cc2[N+](=O)[O-])CC(C)(C)C1 (configuration not stated)
  9	15	-3	0	0.91	0.85	3	-4	22
> O=C(CN1CCCCC1)Nc1cc(Cl)ccc1Cl
  1	11	-3	0	0.99	0.89	1	-6	-20
> C[N+](C)(C)CC(=O)N1CCN(c2ccc3ccccc3n2)CC1
  -10	-6	-1	-2	1.1	1.1	3	-4	6
> COc1ccc(CN2[C@@H](CC(=O)O)c3cc(F)ccc3S2(=O)=O)cc1
  12	-1	-2	-4	0.89	1	4	-12	-1
> O=C(Cc1c(F)cccc1Cl)NCCCn1ccnc1
  0	3	-2	-2	1	0.97	-1	-4	-3
> COC(=O)[C@H](Cc1c[nH]c2ccccc12)NC(=O)Cc1c[nH]c2ccccc12
  14	-16	-2	0	0.86	1.2	0	0	8
> COc1ccc(NCC(O)COc2ccc(C(C)(C)C)cc2)cc1 (configuration not stated)
  -3	4	-4	-2	1	0.96	0	-4	28
> COCCNC(=O)c1c[nH]c2ccc(S(=O)(=O)N3CCOCC3)cc2c1=O
  22	1	6	5	0.78	0.99	4	2	1
> O=C(Cn1nc(-c2nn(CC(=O)c3ccccc3)c3[n+]2CCCCC3)[n+]2c1CCCCC2)c1ccccc1
  -8	0	2	-6	1.1	1	1	-6	14
> Cc1ccc(NC(=O)c2sc(=S)n(-c3cc(C)ccc3F)c2N)cc1
  3	10	-2	0	0.97	0.9	2	3	13
> COc1ccccc1NC(=O)CN1C(=O)C2(OCCCO2)c2ccccc21
  11	6	-3	-8	0.89	0.94	1	-8	-2
> O=C(NCCCN1CCOCC1)C(=O)NCc1ccco1
  16	0	-2	-6	0.84	1	3	-7	-9
> CC1Cc2ccccc2N1C(=O)CCNS(=O)(=O)c1cccc2nsnc12 (configuration not stated)
  3	9	-2	1	0.97	0.91	0	-1	4
> Cc1cc([N+](=O)[O-])nn1CC(=O)NCc1nc2ccccc2[nH]1
  6	-3	3	6	0.94	1	0	-12	-4
> Cc1cccc(-c2cnn(-c3ccccc3)c2N)c1
  4	-5	-3	-4	0.96	1.1	-1	-3	43
> COc1cc(NC(=O)CSc2nc(C)c(C)c(C)n2)c(C)cc1[N+](=O)[O-]
  -7	-4	0	5	1.1	1	1	3	24
> O=C(CCl)N(CCCNC(=O)C(F)(F)F)c1ccc([N+](=O)[O-])cc1
  -6	-5	-4	4	1.1	1	0	2	17
> C/C(=N/NS(=O)(=O)c1ccc(Cl)cc1)c1cccc(NC(=O)c2ccc(Cl)cc2Cl)c1
  -16	1	-4	-6	1.2	0.99	0	-6	5
> O=C(NNC(=S)Nc1cccc(C(F)(F)F)c1)c1ccccc1Cl
  -62	7	-4	-1	1.6	0.93	3	-2	5
> Cc1cccc(NC(=O)C(CC(C)C)NC(=O)C2CCC(C)CC2)n1 (configuration not stated)
  -4	-10	-1	-1	1	1.1	1	-3	-11
> COc1ccc(C(CNC(=O)c2cc3c(s2)CCC(C)C3)N2CCOCC2)cc1 (configuration not stated)
  -2	-18	-5	-3	1	1.2	-1	-9	23
> CSc1nn2cc(CCN3CCOCC3)c(-c3ccc(F)cc3)nc2c1C#N
  -13	4	0	2	1.1	0.96	-3	-6	13
> CN(C)CCn1cnc2c1c(=O)[nH]c(=O)n2Cc1ccccc1
  -21	-6	3	-4	1.2	1.1	-1	-4	-11
> CC(C)C[C@H](NC(=O)N1c2ccccc2NC(=O)[C@@H]1C(C)C)C(=O)N1CCC[C@@H]1C(=O)O
  -8	-2	-1	-3	1.1	1	2	-8	5
> COC(=O)c1cc(NC(=O)c2ccccc2)c(=O)oc1C/C=N\OCc1ccc(Cl)cc1Cl
  3	15	-4	0	0.97	0.85	-1	-3	20
> CC1CCCCN1C(=O)CSc1nc2ccccc2n1CC(=O)N1CCc2ccccc21 (configuration not stated)
  12	0	1	8	0.89	1	-1	5	8
> Cc1ccc(CN2CCN(/N=C/c3ccc(C(F)(F)F)cc3)CC2)c(C)c1
  9	0	0	-4	0.91	1	2	-2	11
> COc1ccc(C(=O)C2CCCN(C(=O)c3csc(C(C)=O)c3)C2)c(C)c1 (configuration not stated)
  -7	0	5	-2	1.1	1	-1	-4	-9
> CCOc1cc2[nH]c(=O)n(CCCCC(=O)NCc3ccco3)c(=O)c2cc1OCC
  -2	-8	-3	-7	1	1.1	1	-8	0
> Cc1nc(NC(=O)C(Cl)Cl)sc1C(=O)N(C)C
  -13	-6	0	16	1.1	1.1	0	1	16
> Cc1cc2ncn(CS(C)(=O)=O)c2cc1C
  4	-4	-4	-1	0.96	1	1	-7	-15
> Cc1ccc(-c2noc(CCC(=O)NCCc3ccccc3Cl)n2)cc1
  -7	-15	-3	0	1.1	1.1	0	-2	27
> COc1ccc(-c2noc(CCC(=O)Nc3cccc(C)c3)n2)cc1
  -14	-7	-2	0	1.1	1.1	4	-9	31
> OC(CNCC1CCCO1)Cn1c2ccccc2c2ccccc21 (configuration not stated)
  -30	-1	-2	-3	1.3	1	1	-8	-1
> CCCn1c(SCc2ccc(Cl)cc2)nc2c1c(=O)[nH]c(=O)n2C
  -14	5	-4	-2	1.1	0.95	1	1	-4
> O=C(Nc1ccc2ccccc2c1)NC1CCS(=O)(=O)C1 (configuration not stated)
  -5	-1	1	0	1.1	1	1	-3	18
> COc1ccc(OC)c(C(O)c2nc3ccccc3n2C(C)C)c1 (configuration not stated)
  -28	6	0	3	1.3	0.94	0	-3	0
> COc1cc(C)nc(N(Cc2ccccc2)S(=O)(=O)c2ccccc2)n1
  -22	10	-3	6	1.2	0.91	1	5	5

Part of the list above with just mIAP activ, mIAP block and hIAP inh:
| structure | mIAP activ | mIAP block | hIAP inh |
| --- | --- | --- | --- |
| Cc1cc2ncn(CS(C)(=O)=O)c2cc1C | 1 | -4 | 4 |
| Cc1ccc(-c2noc(CCC(=O)NCCc3ccccc3Cl)n2)cc1 | 1.1 | -15 | -7 |
| COc1ccc(-c2noc(CCC(=O)Nc3cccc(C)c3)n2)cc1 | 1.1 | -7 | -14 |
| OC(CNCC1CCCO1)Cn1c2ccccc2c2ccccc21 (configuration not stated) | 1 | -1 | -30 |
| CCCn1c(SCc2ccc(Cl)cc2)nc2c1c(=O)[nH]c(=O)n2C | 0.95 | 5 | -14 |

Bioassay records as filed in PubChem.
